Assay outcomes: PubChem, Broad Institute
E-sel inducer = E-selectin induction on HUVECs | P16581 | HUVEC E-selectin immunofluorescence imaging; normalized: neutral wells 0, TNF-alpha wells 100 | activation, % at 7.58 µM | 260,000 compounds, 0.37% hits | AID 686992;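 active = mean E-selectin-positive cell signal at least 10% of the positive control, reached in at least 60% of replicates, without over 20% cell loss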;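 note: in these data hits start at about 27%; measured in HUVEC primary endothelial cells; signal is the percent of cells scored E-selectin positive by PE staining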
Target sequence (P16581 whole entry, looked up): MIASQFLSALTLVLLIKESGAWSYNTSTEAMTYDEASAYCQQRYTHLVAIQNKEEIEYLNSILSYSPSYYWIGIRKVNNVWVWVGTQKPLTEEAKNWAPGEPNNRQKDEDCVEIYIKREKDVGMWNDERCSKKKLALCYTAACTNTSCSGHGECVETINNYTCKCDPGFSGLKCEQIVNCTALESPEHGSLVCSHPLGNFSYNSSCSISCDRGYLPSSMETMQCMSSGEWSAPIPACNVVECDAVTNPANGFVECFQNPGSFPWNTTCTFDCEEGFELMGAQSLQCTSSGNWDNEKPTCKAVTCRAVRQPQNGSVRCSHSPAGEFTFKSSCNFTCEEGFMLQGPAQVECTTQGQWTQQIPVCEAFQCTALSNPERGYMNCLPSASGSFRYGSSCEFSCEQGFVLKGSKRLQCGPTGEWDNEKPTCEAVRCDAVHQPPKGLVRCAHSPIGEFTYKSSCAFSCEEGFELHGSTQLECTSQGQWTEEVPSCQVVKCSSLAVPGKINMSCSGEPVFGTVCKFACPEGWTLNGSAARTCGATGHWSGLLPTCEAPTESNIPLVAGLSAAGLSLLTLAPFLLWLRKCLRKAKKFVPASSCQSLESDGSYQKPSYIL
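assay system = HUVEC, human umbilical vein endothelial cells | input = 3,000 HUVEC seeded per well | medium = EGM-2 growth medium on 0.1% gelatin-coated wells | dosing = one compound dose added by pin transfer | signal = immunofluorescence imaging | read-out basis = % PE-positive cells | control set = TNF-alpha, DMSO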
ERAP1 HTS inh = inhibitors of human ERAP1 aminopeptidase | Q9NZ08 | recombinant ERAP1, Leu-AMC fluorescence, 60 min | inhibition, % at 10.7 µM | 340,000 compounds, 0.15% hits | AID 652197;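 active = mean replicate inhibition of at least 30%, or all replicates individually reaching that 30% level; inactive = mean below 30% and not every replicate reaching it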;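 note: 0% = neutral control wells and 100% = L-leucinethiol positive control wells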
RAD52 inh = inhibitors of human RAD52 DNA annealing; AID 651710; recombinant RAD52 DNA annealing, FRET fluorescence; P43351; 360,000 compounds, 0.46% hits; inhibition, % at 18.7 µM;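 active = every replicate showing at least 50% inhibition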
Target sequence (P43351 whole entry, looked up): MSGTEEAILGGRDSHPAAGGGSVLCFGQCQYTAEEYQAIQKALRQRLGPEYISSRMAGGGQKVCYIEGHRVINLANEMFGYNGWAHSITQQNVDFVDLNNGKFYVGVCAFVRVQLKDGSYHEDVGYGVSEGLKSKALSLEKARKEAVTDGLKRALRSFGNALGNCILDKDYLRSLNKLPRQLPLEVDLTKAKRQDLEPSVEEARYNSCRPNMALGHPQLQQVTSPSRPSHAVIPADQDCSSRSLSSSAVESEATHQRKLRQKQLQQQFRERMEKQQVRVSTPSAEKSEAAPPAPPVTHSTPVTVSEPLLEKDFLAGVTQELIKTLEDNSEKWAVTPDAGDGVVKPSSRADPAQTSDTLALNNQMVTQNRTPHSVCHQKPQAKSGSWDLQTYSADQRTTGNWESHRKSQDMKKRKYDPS
Cneo AK release = Cryptococcus neoformans lysis via adenylate kinase release; 360,000 compounds, 0.2% hits; C. neoformans lysis, adenylate kinase release luminescence, 4 h; normalised: neutral wells 0, clomiphene wells 100; lysis activity, % at 15 µM;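 active = mean lysis activity across replicates of at least 80%, whatever share of replicates individually reach that level; inactive = mean lysis activity below 80%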
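Test system: log-phase Cryptococcus neoformans yeast cells. Input: 5 × 10^6 yeast cells/mL. Medium: fresh YPD growth medium. Doses: single dose. Incubation: static 4 h at 37 °C with compound, 1 h detection. Measured by: luminescent adenylate kinase detection reagent. Read-out: signal increase indicating cell lysis. Benchmarks: Clomiphene.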
miR122 inh = blocks miR-122 activity in Huh7 sensor cells; Huh7 miR-122 Renilla luciferase sensor, 48 h; neutral wells = 0, positive control = 100; activation (reporter increase), % at 12.5 µM; 340,000 compounds, 0.3% hits;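 active = mean replicate activation score at least 90 and every replicate individually at or above 90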;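 note: higher luciferase means less miR-122 activity so hits act as miR-122 inhibitors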
PGC1a acetyl inh = modulators of PGC1a acetylation | U2OS PGC1a acetylation, AlphaScreen anti-acetyl-lysine; with virally co-expressed GCN5 acetyltransferase | AID 651687 | inhibition, % at 15.6 µM | 350,000 compounds, 0.17% hits;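 active = every replicate shows inhibition of at least 40%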;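 note: 0% = neutral control wells and 100% = positive control wells; some results beyond the cut were filed as inactive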
PglD inh = PglD (C. jejuni) enzyme inhibition; purified PglD enzyme, DTNB colorimetric CoA detection; inhibition, % at 12.5 µM; 360,000 compounds, 0.098% hits; in the data active = inhibition above about 16%, passing the limit was not always enough; note: strong numbers were not always called active
RAD54 inh = blocks human RAD54 Holliday junction branch migration | FAM/BHQ fluorescence | Q92698 | inhibition, % at 10.4 µM | AID 602329 | 360,000 compounds, 0.14% hits;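 active = mean normalized replicate activity at least 40 and at least half of replicates scoring 40 or more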;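 note: 0% = median of neutral control wells and 100% = median of positive control wells; inhibitors cause a drop in the FAM fluorescence signal; in these data hits start at about 50%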
Numbers without * were called inactive; . = not tested or not shown; [ ] = dose if it differs, or a comment.

SMILES	E-sel inducer	ERAP1 HTS inh	RAD52 inh	Cneo AK release	miR122 inh	PGC1a acetyl inh	PglD inh	RAD54 inh
O=C(NCC1OCCc2ccccc21)c1ccc(NC(=O)c2ccc(Cl)cc2Cl)cc1 (configuration not stated)	.	.	.	2.0	-0.2	1.5	-5.3	-4.4
CO[C@@H]1CN(C)C(=O)c2cc(NS(=O)(=O)c3ccccc3Cl)ccc2OC[C@H](C)NC[C@@H]1C	0.0	-2.4	-11.1	-1.2	17.4[16.7 µM]	-3.4	-22.2	3.5
COc1ccc(C=O)cc1CSc1nnc(COc2cccc3cccnc23)o1	.	.	.	2.5	-1.3	7.7	5.3	-7.1
COc1ccc(CN2CC[C@H]3C=CC[C@@H](C(=O)N4CCOCC4)[C@H]3C2=O)cc1OC	-0.7	-4.5	-7.1	2.8	-7.0	.	-0.5	0.5
O=C1C=C(Nc2ccc(Cl)cc2)CC(c2ccco2)C1 (configuration not stated)	.	.	.	4.7	-4.8	-4.0	1.0	-9.2
O=C(Nc1ccc(F)cc1)N1CCCN(c2nccc(C(F)(F)F)n2)CC1	-0.2	5.8	-7.7	.	1.2	0.8	.	.
Cc1ccc(S(=O)(=O)N2Cc3ccccc3CC2C(=O)Nn2cnnc2)cc1 (configuration not stated)	.	.	.	-0.4	7.3	-2.7	5.6	4.1
CCC(=O)N1CC(=O)N2[C@H](CO)[C@@H](c3ccc(-c4ccccc4F)cc3)[C@H]2C1	1.1	-1.8	-15.7	.	.	0.5	.	.
Cc1cnc(NC(=O)CSc2nnc(-c3ccccc3)o2)s1	.	.	.	1.5	1.1	.	-3.2	-8.1
COc1ccc(Nc2nc(-c3ccccc3F)nc3ccccc23)cc1OC	.	2.9	1.0	-5.2	-6.3	18.8	0.0	-0.8
CC(C)(C)NC(=O)C(=O)NNC(=O)c1cccc(F)c1	6.3	3.9	-17.4	.	1.0	-2.6	.	.
Cc1oc(-c2ccc(Cl)cc2)nc1CS(=O)CC(=O)NC1CC1 (configuration not stated)	2.3	0.5	-5.7	-17.4	-3.6	-22.3	1.3	2.2
CCOC(=O)c1sc2nc(C)nc(NCc3ccc(Cl)cc3)c2c1C	0.0	-3.7	-0.1	-4.0	-7.4	0.2	-5.4	-16.3
N#CC1(c2ccccc2)CCCN1C(=O)c1ccc(Br)cc1 (configuration not stated)	.	.	.	-0.1	-4.0	-9.2	-0.3	-3.8
O=C(C[C@H]1C[C@H]2c3cc(NC(=O)Nc4ccccc4F)ccc3O[C@H]2[C@@H](CO)O1)NCc1ccncc1	-0.1	-0.9	-12.5	-0.6	4.0[16.7 µM]	-7.5	1.5	-7.2
CCCc1cn(CC[C@@H]2CC[C@@H](NC(=O)Cc3cccnc3)[C@@H](CO)O2)nn1	-0.2	-2.8	10.2	-0.4	.	-3.4	-1.9	-6.6
COc1ccc(Nc2cc(C(=O)NCCCN3CCN(C)CC3)c3ccccc3n2)cc1	.	.	.	2.1	-1.9	10.5	0.9	-5.6
O=C(C[C@H]1C[C@@H]2c3cc(NC(=O)CC4CC4)ccc3O[C@@H]2[C@@H](CO)O1)NCCN1CCCCC1	-1.0	8.2	2.4	2.4	3.1[16.7 µM]	-3.0	4.5	5.0
c1ccc2[nH]c(CSc3nccs3)nc2c1	.	5.0	-13.5	.	4.1	3.2	-1.3	-3.4
O=C(NCC(=O)N(c1cccc(F)c1)C(C(=O)NC1CCCC1)c1ccncc1)c1ccco1 (configuration not stated)	.	-5.6	-3.0	-0.7	0.8	-3.8	3.5	7.5

Random excerpt: three compounds from above.
SMILES	E-sel inducer	ERAP1 HTS inh	RAD52 inh	Cneo AK release	miR122 inh	PGC1a acetyl inh	PglD inh	RAD54 inh
O=C(C[C@H]1C[C@@H]2c3cc(NC(=O)CC4CC4)ccc3O[C@@H]2[C@@H](CO)O1)NCCN1CCCCC1	-1.0	8.2	2.4	2.4	3.1[16.7 µM]	-3.0	4.5	5.0
Cc1oc(-c2ccc(Cl)cc2)nc1CS(=O)CC(=O)NC1CC1 (configuration not stated)	2.3	0.5	-5.7	-17.4	-3.6	-22.3	1.3	2.2
c1ccc2[nH]c(CSc3nccs3)nc2c1	.	5.0	-13.5	.	4.1	3.2	-1.3	-3.4

Later entries:
SMILES	E-sel inducer	ERAP1 HTS inh	RAD52 inh	Cneo AK release	miR122 inh	PGC1a acetyl inh	PglD inh	RAD54 inh
c1ccc(COn2nnc3ccccc32)c(COn2nnc3ccccc32)c1	.	0.2	-13.7	-1.8	-3.2	-4.6	4.2	-3.4
CCCC#Cc1ccc2c(c1)O[C@@H](CN(C)C(C)=O)[C@H](C)CN([C@@H](C)CO)S2(=O)=O	-0.2	0.4	2.4	0.5	4.8[16.7 µM]	-2.1	-2.1	-3.5
N#CCCN(CCC#N)S(=O)(=O)c1ccc(C(=O)Nc2nnc(C3=COCCO3)o2)cc1	0.6	-0.7	-15.7	0.9	-15.0	-2.0	0.2	-0.7
Cc1cccc(Nc2nc(N)nc(CN3CCC(C(N)=O)CC3)n2)c1C	.	.	.	-2.9	-4.0	-1.6	4.7	-3.9
COc1ccc(C(=O)CN2CCN(c3ccc(F)cc3)CC2)cc1	0.2	-1.4	-7.1	-0.6	8.2	-0.6	0.6	7.4
O=C(NCCCn1ccnc1)/C(=C\c1cccs1)NC(=O)c1cccs1	.	1.1	-21.2	-1.8	66.1	3.1	2.2	-4.6
COc1ccccc1NC(=O)CS(=O)(=O)c1cccc2nsnc12	.	.	.	0.7	5.9	-7.0	4.8	0.1
COc1ccc(CNC(=O)C[C@@H]2CC[C@@H]3[C@H](COc4ccc(NC(C)=O)cc4C(=O)N3C)O2)cc1	0.0	2.0	4.2	6.4	-2.6[16.7 µM]	-0.6	0.2	-3.8
Cc1ccc(/C=C/c2nc3ccccc3c(=O)[nH]2)cc1	.	3.3	-4.1	.	-3.4	9.5	.	.
Cc1noc(COc2ccccc2OCC(N)=O)n1	2.5	0.5	1.2	3.7	7.2	-1.3	3.2	1.9
Cc1cc(C)n2nc(C(=O)NCc3cccc(C(F)(F)F)c3)nc2n1	4.6	0.0	-17.4	.	.	0.1	.	.
Cc1noc(C)c1S(=O)(=O)Nc1ccc2c(c1)C(=O)N([C@@H](C)CO)C[C@H](C)[C@H](CN(C)Cc1ccc(C(F)(F)F)cc1)O2	-0.1	-2.0	0.3	9.0	1.7[16.7 µM]	10.8	-1.3	-4.2
O=C(/C=C/c1ccc(Cl)cc1)Nc1ccccc1N1CCOCC1	0.4	2.8	-3.7	-0.9	-7.3	2.7	-2.2	-9.6
COC(=O)c1sccc1NC(=O)CNC(=O)c1ccccc1	2.5	6.0	-24.1	.	.	1.2	.	.
C[C@@H]1CCCCO[C@H](CN(C)C(=O)Cc2ccccc2)[C@@H](C)CN([C@@H](C)CO)C(=O)c2cc(NS(=O)(=O)c3cn(C)cn3)ccc2O1	0.1	-0.7	2.9	-2.9	0.0[16.7 µM]	0.2	3.2	8.0
Cc1ccc(S(=O)(=O)Nc2ccc3c(c2)C(=O)N([C@@H](C)CO)C[C@H](C)[C@@H](CN(C)Cc2ccccc2)O3)cc1	-0.1	0.7	-0.1	2.4	2.3[16.7 µM]	-6.7	0.7	-0.4
CN1C(=O)c2cc(NC(=O)c3cccs3)ccc2OC[C@@H]2O[C@H](CC(=O)NCC3CC3)CC[C@@H]21	0.0	.	.	0.1	25.0[16.7 µM]	2.5	2.0	3.8
C/C=C/c1ccc2c(c1)O[C@@H](CN(C)C(=O)Nc1ccc(C(F)(F)F)cc1)[C@H](C)CN([C@H](C)CO)S2(=O)=O	0.4	0.6	15.7	-0.9	1.6[16.7 µM]	-10.9	1.0	-0.7
COCC(=O)N1C[C@H](C)[C@@H](OC)CN(C)C(=O)c2ccc(NC(=O)NC(C)C)cc2OC[C@@H]1C	-0.1	1.6	6.9	.	.	6.3	.	.
Cc1cccc(C)c1OCc1cc(C(=O)N(C)Cc2nc3ccccc3[nH]2)no1	-0.3	2.1	-18.3	0.2	-9.8	-2.2	-2.3	-5.6

Four entries from above, sorted by the value under ERAP1 HTS inh, highest first.
compound,ERAP1 HTS inh
O=C(NCCCn1ccnc1)/C(=C\c1cccs1)NC(=O)c1cccs1,1.1
Cc1ccc(S(=O)(=O)Nc2ccc3c(c2)C(=O)N([C@@H](C)CO)C[C@H](C)[C@@H](CN(C)Cc2ccccc2)O3)cc1,0.7
Cc1noc(COc2ccccc2OCC(N)=O)n1,0.5
Cc1cc(C)n2nc(C(=O)NCc3cccc(C(F)(F)F)c3)nc2n1,0.0

The listing continues:
SMILES	E-sel inducer	ERAP1 HTS inh	RAD52 inh	Cneo AK release	miR122 inh	PGC1a acetyl inh	PglD inh	RAD54 inh
C=CCn1c(-c2csc(-c3ccccc3)n2)n[nH]c1=S	.	.	.	2.4	-6.3	6.7	5.2	-6.3
Cc1noc(C)c1S(=O)(=O)Nc1cccc2c1O[C@H](CN(C)S(=O)(=O)c1ccc(F)cc1)[C@H](C)CN([C@@H](C)CO)C2=O	0.0	0.2	-38.1	-2.1	5.1[16.7 µM]	4.6	-5.1	-4.3
CCN(C(=O)/C=C/c1cc(OC)c(OC)c(OC)c1)C1CCCCC1	-0.2	1.6	1.4	-0.6	6.8	-7.5	2.0	-0.9
C[C@H](CO)N1C[C@H](C)[C@@H](CN(C)Cc2ccccc2)Oc2ccc(NC(=O)CCN3CCOCC3)cc2CC1=O	-0.1	2.6	-2.4	-1.8	2.0[16.7 µM]	.	1.3	-1.7
COc1ccc2c(c1)[nH]c1c(=O)n(CCN3CCOCC3)cnc12	.	0.1	1.7	-2.0	1.0	3.4	-0.2	-9.5
N#C/C(=C(/O)c1ccco1)c1nc2ccccc2[nH]1	.	1.9	-16.8	.	6.6	-60.8	.	.
O=C(CSc1ccc2ccccc2n1)c1ccccc1	0.8	-0.7	-15.2	7.0	12.3	.	1.1	-0.4
Nc1c(S(=O)(=O)c2ccccc2)c2nc3ccccc3nc2n1/N=C/c1cccc(O)c1	.	.	.	0.8	0.4	-13.2	-9.3	3.8
COc1ccccc1C(=O)Nn1cnnc1	.	-2.7	-14.9	1.3	-3.4	17.0	1.3	-10.4
COc1ccccc1-c1cccc([C@@H]2C[C@H]3[C@H](CON3C)CN2C(C)=O)c1	.	.	9.0	0.7	-2.4	3.2	3.9	3.9
Cc1ccc(NC(=O)CNNC(=O)c2cccc([N+](=O)[O-])c2)cc1[N+](=O)[O-]	-0.1	-0.1	-4.2	-2.4	-1.9	-0.4	-0.2	-3.3
Nc1nc(CN2CCN(c3ccccn3)CC2)nc(Nc2ccc(Cl)cc2)n1	0.5	.	.	-2.2	5.1	23.4	0.3	7.3
